Screening data deposited in PubChem by National Center for Advancing Translational Sciences (NCATS).
Glioma ERSR ind = qHTS for Inducers of the Endoplasmic Reticulum Stress Response (ERSR) in Human Glioma: qHTS. 0.02% of 420,000 active. U87-MG GRP78 promoter luciferase reporter, 16 h. Potency, µM, for inactives: at the top dose activation, actives largely listed as activators; also: potency is read from the fitted curve at half-maximal effect; series mostly up to about 76 µM; % of control where 0% means no effect; nearly all actives have a fitted effect of over 35% in size
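Stably transfected U87-MG glioma cells carrying a GRP78-based luciferase sensor; 16 h compound incubation. Luminescence end-point read 10 min after Bright-Glo addition at room temperature.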
TrxR1 substrate = qHTS Assay for Substrates of Mammalian Selenoprotein Thioredoxin Reductase 1 (TrxR1): qHTS. 0.01% of 390,000 active. purified TrxR1 substrate turnover, NADPH consumption readout. Potency, µM (series often up to 114 µM), inactives show top-dose activity change, negative = substrate turnover. AID 588456, 2011; also: potency is read from the fitted curve at half-maximal effect; % is scaled to controls: 0 for no effect and ±100 for the full control effect; nearly all actives have a fitted effect of over 50% in size
Target sequence (O89049 whole entry, looked up): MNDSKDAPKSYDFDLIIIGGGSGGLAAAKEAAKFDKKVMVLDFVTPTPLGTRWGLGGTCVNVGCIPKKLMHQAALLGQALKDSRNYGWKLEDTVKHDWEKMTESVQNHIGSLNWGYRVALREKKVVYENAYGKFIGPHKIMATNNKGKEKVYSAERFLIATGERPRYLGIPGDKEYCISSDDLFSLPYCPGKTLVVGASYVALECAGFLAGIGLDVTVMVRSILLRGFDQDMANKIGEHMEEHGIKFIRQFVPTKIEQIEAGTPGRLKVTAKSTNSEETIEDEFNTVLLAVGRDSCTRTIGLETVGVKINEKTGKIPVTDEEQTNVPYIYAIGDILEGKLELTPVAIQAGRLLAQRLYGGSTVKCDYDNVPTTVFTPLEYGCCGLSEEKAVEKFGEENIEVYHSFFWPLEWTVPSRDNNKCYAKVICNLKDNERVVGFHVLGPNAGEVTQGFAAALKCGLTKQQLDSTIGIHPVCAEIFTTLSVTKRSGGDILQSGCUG
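Rat TrxR1, dispensed at 90 nM, was prereduced with 400 uM NADPH (final) for 5 min at ~22 deg C, then incubated with compound 15 min before 400 uM selenite. A first-read NADPH fluorescence drop versus no-compound background flagged substrates.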
RXFP1 ag = qHTS Assay for Agonists of the Relaxin Receptor RXFP1; Relaxin receptor 1 (Homo sapiens), Q9HBX9; HEK293T-RXFP1 cAMP TR-FRET, 30 min; response scale: percent of porcine relaxin response, buffer zero; Potency, µM (highest dose often 57.5 µM), for inactives: at the top dose activation, actives largely listed as activators; 0.3% of 370,000 active; also: potency is read from the fitted curve at half-maximal effect; % is scaled to controls: 0 for no effect and ±100 for the full control effect; nearly all actives have a fitted effect of over 60% in size; many of its hits are not listed in these tables
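HEK293 cells stably expressing RXFP1, treated 30 min at 37C with compounds plus PDE4 inhibitor Ro 20174; cAMP measured by HTRF TR-FRET. Normalized to buffer and 29 nM porcine relaxin; EC50 by Hill fit.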
Vif-APOBEC3F blk = qHTS for Inhibitors of Vif-A3F Interactions: qHTS; HeLa A3F-eYFP + Vif (tagged APOBEC3F with the HIV-1 protein that degrades it), YFP fluorescence increase; Potency, µM (series often up to 46.1 µM), for the others: at the highest dose activity, negative = active; 0.2% of 390,000 active; AID 602313, 2012; also: potency is read from the fitted curve at half-maximal effect; % of control where 0% means no effect; nearly all actives have a fitted effect of over 65% in size
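HeLa cells stably expressing Vif plus C-terminally eYFP-tagged A3F were seeded, incubated overnight at 37 deg C, dosed with compound, incubated overnight again at 37 deg C. Yellow fluorescence (Ex 488/Em 500-530) reported blocked Vif-mediated A3F-eYFP degradation.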
LDHA block = qHTS assay for inhibitors of human lactate dehydrogenase; L-lactate dehydrogenase A chain (Homo sapiens), P00338; purified LDHA, NADH/diaphorase-resazurin fluorescence; active compounds read low; activity change, % (values are at about 110 or 230 µM); 0.15% of 480,000 active; AID 1347041, 2019; in the data active = activity change below about -30%; inconclusive = mostly about -25% to -30%;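 also: plate controls were DMSO wells for no effect and wells without enzyme for full effect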
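Resorufin fluorescence (ex540/em590), read at 0 and 20 min after diaphorase/resazurin addition, reports the NADH left after a 5 min room-temperature reaction of 2 nM human LDH5 with 0.06 mM NADH and 0.2 mM pyruvate.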
mIDH1 inhibitor = qHTS for Inhibitors of mutant isocitrate dehydrogenase 1 (IDH1): qHTS; IDH1-R132H enzyme, NADPH consumption, diaphorase/resazurin fluorescence; Potency, µM (doses to about 76.6 µM), for the others: at the highest dose activity change, negative = inhibition, hits mostly inhibitors; 0.093% of 390,000 active; AID 602179, 2012; also: potency is read from the fitted curve at half-maximal effect; % is scaled to controls: 0 for no effect and ±100 for the full control effect; nearly all actives have a fitted effect of over 65% in size
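IDH1-R132H (0.5 ug/mL dispensed) in pH 7.5 Tris buffer was preincubated 30 min with compound, then given a substrate mix of 0.016 mM NADPH and 2 mM alpha-KG for 80 min at room temperature; remaining NADPH was read by diaphorase/resazurin fluorescence.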
USP1-UAF1 inh = Inhibitors of USP1/UAF1: Primary Screen. 0.23% of 390,000 active. AID 743255, 2014. Potency, µM (series often up to 57.1 µM), for inactives: at the top dose activity change, negative = inhibition, usual class: inhibitors. recombinant USP1/UAF1, Ub-Rhodamine cleavage fluorescence. Ubiquitin carboxyl-terminal hydrolase 1 (Homo sapiens), O94782; also: potency is read from the fitted curve at half-maximal effect; % is scaled to controls: 0 for no effect and ±100 for the full control effect; nearly all actives have a fitted effect of over 60% in size; inactives centre near -12
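In this screen, compounds sit with the deubiquitinase complex (1nM) for 15 min at room temperature before Ub-Rho is added at 150nM final. Fluorescence rise is then followed for 6 reads every 60 seconds.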
PI4K2A block = qHTS for small molecular inhibitors of PI4K2A; Phosphatidylinositol 4-kinase type 2-alpha (Homo sapiens), Q9BTU6; purified PI4K2A, ADP-Glo luminescence, 1 h; active compounds read low; activity change, negative = inhibition, % at 76.9 µM; 0.13% of 420,000 active; in the data active = activity change below about -50%; inconclusive = mostly about -30% to -49%;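 also: -100% = wells without enzyme as full effect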
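In this quantitative HTS, ADP production by PI4K2A was quantified luminescently after 1 h at ambient temperature; 100 microM adenosine served as plate-quality control.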
Vif-APOBEC3G blk = qHTS for Inhibitors of Vif-A3G Interactions: qHTS. DNA dC->dU-editing enzyme APOBEC-3G (Homo sapiens), Q9HC16. HeLa A3G-eYFP + Vif (tagged APOBEC3G with the HIV-1 protein that degrades it), YFP fluorescence, overnight. Potency, µM (series often up to 46.1 µM), inactives show top-dose activity, negative = active, actives largely listed as inhibitors. 0.076% of 410,000 active. AID 602310, 2012;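 also: potency is read from the fitted curve at half-maximal effect; % is scaled to controls: 0 for no effect and ±100 for the full control effect; nearly all actives have a fitted effect of over 60% in size; hits raise eYFP signal because A3G escapes Vif-driven loss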
Target sequence (Q9HC16 whole entry, looked up): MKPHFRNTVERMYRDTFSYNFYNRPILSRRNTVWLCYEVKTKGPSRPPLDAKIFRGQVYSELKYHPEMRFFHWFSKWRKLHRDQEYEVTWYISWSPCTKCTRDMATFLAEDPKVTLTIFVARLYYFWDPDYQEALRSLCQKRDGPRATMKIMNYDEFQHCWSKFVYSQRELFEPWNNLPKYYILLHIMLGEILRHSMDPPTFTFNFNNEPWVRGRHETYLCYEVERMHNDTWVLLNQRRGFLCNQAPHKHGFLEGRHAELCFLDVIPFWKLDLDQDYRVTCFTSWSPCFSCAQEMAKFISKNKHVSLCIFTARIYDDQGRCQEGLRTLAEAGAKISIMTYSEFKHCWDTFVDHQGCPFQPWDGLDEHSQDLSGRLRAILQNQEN
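HeLa cells stably expressing Vif and C-terminally eYFP-tagged A3G, seeded overnight at 37 deg C, then exposed to compound by pintool overnight at 37 deg C. Rise in yellow fluorescence (Ex 488/Em 500-530, Acumen) marks blocked Vif-driven A3G degradation.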
* = called active by the depositor; ? = inconclusive; / = not tested or not shown; & = joins results of further samples; [ ] = dose if it differs, or a comment. Unless noted, calls follow the shape of the dose curve; as a rule, active = well fitted curve in the direction sought with a large enough effect; inconclusive = small, poorly fitted or top-dose-only effect, or another doubt; inactive = no such curve, though single readings can be large; an effect the other way counts as inactive or inconclusive.

Each structure is followed by: RXFP1 ag | LDHA block | Glioma ERSR ind | PI4K2A block | TrxR1 substrate | Vif-APOBEC3G blk | USP1-UAF1 inh | Vif-APOBEC3F blk | mIDH1 inhibitor
- COc1ccc(NC(=S)N2CCN(CCN=CC3=C(O)CC(c4ccccc4)CC3=O)CC2)cc1 (stereo not drawn)
 : -1.4% | -4 | -2% | -3 | -11% | -8% | -6% | -8% | 6%
- O=C(NCCS(=O)(=O)NC1CCCC1)c1ccc(F)cc1
 : -1.0% | -2 | -4% | 3 | -3%[57.1 µM] | 1% | -11% | 4% | 0%
- O=C(Nc1ccno1)Nc1ccc(Cl)cc1Cl
 : 5.3% | -10 | 8% | 1 | -7%[57.1 µM] | 0% | -17% | -5% | 9%
- Cn1c(SCc2ccc(Cl)cc2)nnc1-c1ccc(NC(=O)CCc2ccccc2)cc1
 : / | -5 | -5% | / | 5% | 0% | / | / | /
- COc1ccc(C)cc1NC(=O)CN(C)S(=O)(=O)c1cnc[nH]1
 : 2.4% | -3 | -1% | 8 | 10% | 0% | -7% | -13% | -1%
- CCC(=O)c1ccc(OCC(O)CNC(C)c2ccccc2)cc1 (stereo not drawn)
 : 0.4% | -9 | -2% | 2 | 0% | -1% | -6% | 10% | 3%
- CCOC(=O)C1(Cc2cccc(OC)c2)CCCN(C(=O)c2cc(C)[nH]n2)C1 (stereo not drawn)
 : -0.7% | -4 | 4% | -2 | -4% | -2% | ? | 5% | 6%
- CC(=O)c1ccccc1OC(=O)COc1ccc(Cl)cc1C
 : 1.7% | -11 | -4% | 24 | -8% | 3% | -18% | -5% | 2%
- COc1ccccc1C(=O)N/C(=C\c1cn(C)c2ccccc12)C(=O)N1CCOCC1
 : -0.7% | 0 | -6% | 1 | -11% | -1% | -13% | -4% | 2%
- COc1ccc([C@@H]2[C@@H]3C(=O)N(C(C)(C)C)C(=O)[C@@H]3[C@]3(Cc4ccccc4)C(=O)N(c4cccc(Br)c4)C(=O)N23)cc1
 : -0.9% | -12 | -5% | 0 | 5% | 2% | -29% | -1% | -3%
- C#CCOCCOCCOCCNc1nc(N2CCN(C(=O)[C@H](CCC(=O)O)n3cc(CN)nn3)CC2)nc(N2CCN(C(=O)[C@H](CCC(=O)O)n3cc([C@@H](N)[C@H](C)CC)nn3)CC2)n1
 : / | -4 | -2% | 2 | 1% | 0% | -4% | -4% | -9%
- O=C(/C=C/c1ccco1)N1CCN(S(=O)(=O)c2ccc(F)c(F)c2F)CC1
 : -0.4% | -2 | -3% | 0 | -1%[57.1 µM] | 1% | -2% | 5% | 1%
- O=C(NCCc1ccccc1)/C(=N\O)c1ccccc1
 : 0.6% | -2 | -8% | 2 | -6% | 2% | 0% | -2% | -2%
- COC(=O)c1sccc1NC(=O)c1cc(C)on1
 : -1.4% | -3 | 0% | 4 | 8%[57.1 µM] | 2% | 4% | 0% | 3%
- CC(=O)Nc1cc(-c2ccc(S(C)(=O)=O)cc2)cn2c(-c3ccc(F)cc3)cnc12
 : / | -5 | 0% | 3 | / | -3% | / | / | /
- O=C(COC(=O)c1ccco1)Nc1nc2ccccc2s1
 : -2.2% | 1 | 5% | 2 | -3%[57.1 µM] | 2% | -8% | -2% | 6%
- COc1ccc(C2(C#N)CCC(=O)N2c2ccccc2)cc1 (stereo not drawn)
 : 3.2% | -4 | 5% | 1 | 1% | 2% | -20% | -12% | 0%
- O=C(Nc1cccc(C(F)(F)F)c1)c1ccccc1NC(=O)C1CCCCC1
 : ? | 0 | -1% | 4 | -3% | -2% | -6% | -22% | -1%
- CCC(CC)NC(=O)/C=C/c1ccccc1Cl
 : 0.5% | -5 | 5% | -5 | 3% | -9% | -5% | -1% | 5%
- CCOC(=O)C(=O)Nc1sc(C(=O)N(CC)CC)c(C)c1C#N
 : -0.1% | -4 | -2% | 1 | -8%[57.1 µM] | 1% | -16% | -6% | -4%
- Cc1cc2c(cc1S(=O)(=O)CCC(=O)N(C)C1CCCCC1)OCC(=O)N2
 : 0.1%&1.4% | -1&0 | -1%&-1% | -3&0 | -5%[57.1 µM] | 0%&-2% | -7%&-23% | 4%&0% | -16%&-5%
- CCOc1ccc(S(=O)(=O)N2CCC(C(=O)N3CCN(C)CC3)CC2)cc1Cl
 : 2.0% | -5 | -2% | 0 | 6% | -1% | -18% | -4% | 11%
- O=C(NCCCN1CCN(c2cccc(Cl)c2)CC1)C1(S(=O)(=O)c2ccc(Cl)cc2)CC1
 : -0.5% | -3 | -1% | -4 | 3% | 3% | -16% | 3% | 1%
- Cc1ccc(C)c(N2CCN(S(=O)(=O)c3csc(C(N)=O)c3)CC2)c1
 : 0.4%&0.6% | -3&5 | -4%&-2% | 1&3 | 0%&-5% | -14%&-5% | -24%&1% | -2%&-2% | -1%&-4%
- O=C(NC(Cc1c[nH]c2ccccc12)C(=O)O)/C(=C\c1ccccc1)NC(=O)c1ccccc1 (stereo not drawn)
 : 2.6% | 2 | 0% | 1 | -9% | 4% | -10% | 1% | 0%
- CCOc1ccc(CCNC(=O)C2CCN(c3ccc(N4CCOCC4)nn3)CC2)cc1OCC
 : 2.8% | 9 | -2% | -1 | 48%[activator] | 1% | -19% | 1% | 0%
- CSC1=N/C(=C\c2ccccc2C)C(=O)S1
 : -1.7% | -3 | -3% | -2 | 0% | -9% | -16% | 1% | -12%
- Cc1ccc(NC(=O)C2CCCN2S(=O)(=O)c2ccc3nc(-c4ccccc4)[nH]c3c2)cc1C (stereo not drawn)
 : -0.8% | 0 | -2% | -7 | -4% | 0% | 1% | -3% | -8%
- Cc1ccc(CSc2ncc(Cl)c(C(=O)Oc3ccccc3F)n2)cc1
 : 0.3% | 4 | 0% | 3 | 6% | -3% | 0% | 1% | -13%
- Cc1cc(OC(C)C(=O)NC2CCN(Cc3ccccc3)CC2)c2c(C)cc(=O)oc2c1 (stereo not drawn)
 : 2.7% | -2 | 4% | 11 | 49%[activator][57.1 µM] | 0% | -17% | 6% | -12%
- COc1ccccc1CNC(=O)c1ccccc1OC
 : 3.1% | -5 | -2% | 0 | 10% | 2% | 9% | -7% | 7%
- Cc1ccc(S(=O)(=O)/N=C(\CCl)N2CCOCC2)cc1
 : 2.5% | -2 | -6% | 8 | 3% | -6% | 3% | -17% | 2%
- CCc1cccc(NC(=O)CC2Oc3ccc(C)cc3NC2=O)c1 (stereo not drawn)
 : -0.3% | -10 | -2% | 1 | 3% | 6% | -23% | 6% | -12%
- Cc1cccc(C(=O)OCC(=O)Nc2nccs2)c1
 : -2.3% | -4 | -3% | 1 | 5% | 6% | -16% | -3% | 3%
- CC(=O)NC1CC(=O)N(c2ccc3c(c2)OCCO3)C1 (stereo not drawn)
 : -0.5% | 2 | -3% | 3 | 1%[57.1 µM] | 2% | 12% | -4% | -14%
- O=C1CC(N2CCN(Cc3ccc4c(c3)OCO4)CC2)C(=O)N1c1cccc2ccccc12 (stereo not drawn)
 : 0.6% | -2 | -5% | 2 | -6% | -6% | -9% | 15% | -5%
- Cc1ccc2c(c1)C(C)(C)[C@]1(C)NC(=O)CCN21
 : 0.2% | -4 | -2% | 2 | 0% | 1% | -3% | 1% | 4%
- CCOC(=O)c1nn(-c2ccc(Cl)cc2)c2nc(CC)c(C#N)c(=O)n12
 : 29% | -5 | -6% | -3 | 23% | -2% | -8% | 6% | -2%
- CC1(C)OC(=O)C2(Cc3ccc(Cl)cc3N3CCCC32)C(=O)O1 (stereo not drawn)
 : / | -2 | -5% | / | 4% | -1% | / | / | /
- CNC(=O)CSc1nnc(NC(=O)C2CC(=O)N(c3ccccc3OC)C2)s1 (stereo not drawn)
 : -1.5% | 3 | -5% | 0 | -6% | -1% | -14% | 3% | -3%
- O=S(=O)(c1cccc(NC(=S)N2CCN(c3ccccc3)CC2)c1)C(F)F
 : 4.3% | -2 | -3% | 5 | -10% | -1% | -16% | 5% | 0%

Record cards (already shown). Values in the order: RXFP1 ag	LDHA block	Glioma ERSR ind	PI4K2A block	TrxR1 substrate	Vif-APOBEC3G blk	USP1-UAF1 inh	Vif-APOBEC3F blk	mIDH1 inhibitor
Cc1ccc(S(=O)(=O)/N=C(\CCl)N2CCOCC2)cc1 is entered as 2.5%	-2	-6%	8	3%	-6%	3%	-17%	2%
CCc1cccc(NC(=O)CC2Oc3ccc(C)cc3NC2=O)c1 (stereo not drawn) is entered as -0.3%	-10	-2%	1	3%	6%	-23%	6%	-12%
CC(=O)NC1CC(=O)N(c2ccc3c(c2)OCCO3)C1 (stereo not drawn) is entered as -0.5%	2	-3%	3	1%[57.1 µM]	2%	12%	-4%	-14%
CCOC(=O)c1nn(-c2ccc(Cl)cc2)c2nc(CC)c(C#N)c(=O)n12 is entered as 29%	-5	-6%	-3	23%	-2%	-8%	6%	-2%

A portion of the library; the hit share may differ from the screen's.
